Screening results: PubChem, The Scripps Research Institute Molecular Screening Center
MITF primary: MITF inhibitors, primary screen, biochemical, AlphaScreen, human; Microphthalmia-associated transcription factor (Homo sapiens), O75030; AlphaScreen MITF homodimerization, bead proximity signal; inhibition, % at 2.6 µM; hit rate 0.91% among 650,000; AID 1259374, 2018; in the data active = inhibition above about 50%;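 note: 0% = vehicle wells with protein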
Target sequence (O75030 whole entry, looked up): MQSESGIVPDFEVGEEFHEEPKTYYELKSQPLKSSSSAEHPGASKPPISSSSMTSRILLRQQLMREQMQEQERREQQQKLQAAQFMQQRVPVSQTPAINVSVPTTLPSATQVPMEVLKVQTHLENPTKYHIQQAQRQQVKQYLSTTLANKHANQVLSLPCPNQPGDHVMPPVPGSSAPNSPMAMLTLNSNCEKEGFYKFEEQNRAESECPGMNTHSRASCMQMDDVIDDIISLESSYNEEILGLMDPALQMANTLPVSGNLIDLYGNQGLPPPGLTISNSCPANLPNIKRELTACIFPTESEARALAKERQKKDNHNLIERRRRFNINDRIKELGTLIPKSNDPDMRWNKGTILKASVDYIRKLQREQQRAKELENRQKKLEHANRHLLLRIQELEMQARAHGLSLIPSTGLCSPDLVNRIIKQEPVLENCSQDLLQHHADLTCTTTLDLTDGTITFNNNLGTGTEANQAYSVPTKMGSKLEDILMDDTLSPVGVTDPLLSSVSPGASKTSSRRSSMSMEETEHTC
GPR151 activ: activators of human GPR151, primary screen, cell-based, PathHunter beta-arrestin, luminescence; hit rate 1% among 650,000; PathHunter beta-arrestin GPR151 cells; activation, % at 11.2 µM; in the data active = activation above about 4.9%;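 note: 0% = median of compound wells and 100% = cells with positive control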
Target sequence (Q8TDV0 whole entry, looked up): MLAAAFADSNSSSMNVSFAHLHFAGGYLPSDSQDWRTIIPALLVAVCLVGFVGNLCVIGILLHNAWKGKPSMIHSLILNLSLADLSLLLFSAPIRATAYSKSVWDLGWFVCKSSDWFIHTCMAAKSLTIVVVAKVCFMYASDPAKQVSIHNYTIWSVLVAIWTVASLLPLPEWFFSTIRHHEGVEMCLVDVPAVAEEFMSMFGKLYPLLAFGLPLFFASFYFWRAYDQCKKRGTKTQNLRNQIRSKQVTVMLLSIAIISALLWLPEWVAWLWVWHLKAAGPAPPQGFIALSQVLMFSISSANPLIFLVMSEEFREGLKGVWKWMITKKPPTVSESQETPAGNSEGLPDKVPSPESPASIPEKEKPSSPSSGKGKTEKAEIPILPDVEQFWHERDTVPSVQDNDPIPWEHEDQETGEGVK
FBW7 activator: FBW7 E3 ligase activators, primary screen, biochemical, AlphaScreen, human. F-box/WD repeat-containing protein 7 (Homo sapiens), Q969H0. AlphaScreen FBW7–phospho-cyclin E peptide binding, activator screen. normalized activity (activation), % at 26.1 µM. hit rate 0.13% among 650,000. AID 1259310, 2017; in the data active = normalized activity above about 1.9%;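 note: purified mutant Fbw7 with reduced substrate affinity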
TEAD-YAP inh: TEAD-YAP interaction inhibition, primary screen, TEAD-YAP interaction inhibitor project, luminescence, HEK-TIYL cells; hit rate 1.4% among 640,000; inhibition, % at 9.12 µM; TEAD-Gal4/YAP UAS-luciferase luminescence; in the data active = inhibition above about 32%;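 note: 0% = median of test compound wells and 100% = reference inhibitor wells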
Starred values were filed as active, the others as inactive.

SMILES	MITF primary	GPR151 activ	FBW7 activator	TEAD-YAP inh
O=C(c1ccc2c(c1)OCO2)N(CC1CC1)C1CCN(CCc2ccccn2)CC1	-0.8	2.0	0.0	0.3
COc1ccc(OCC(=O)N/N=C/c2cccc(O)c2)c(Br)c1	-5.3	-0.4	-0.1	-14.2
O=C(CSc1nc2c(c(=O)n1-c1ccc(F)cc1)SCC2)Nc1ccccc1C(F)(F)F	-1.8	0.3	0.1	-9.2
CN(Cc1ccccc1)c1nc(-c2ccccc2)ccc1C(=O)N1CCC(O)CC1	0.5	1.9	0.1	-39.7
CCCC(C)NC(=O)CN(c1cccc([N+](=O)[O-])c1)S(=O)(=O)c1ccccc1 (centres undefined)	-4.4	-0.7	-0.2	12.1
CCC(C(=O)NC)n1nc(C)c2sc3ccccc3c2c1=O (centres undefined)	2.3	0.0	-0.3	0.9
CC(=O)OC(COS(C)(=O)=O)[C@H]1O[C@@H]2OC(C)(C)O[C@@H]2[C@H]1OC(C)=O (some centres undefined)	10.7	-1.2	0.7	-0.1
COc1cc(/C=N/NC(=O)CC#N)cc(Br)c1O	17.6	-0.9	-0.6	2.2
CCOC(=O)c1c(NC(=O)C2CCCO2)sc(C(=O)OC(C)(C)C)c1C (centres undefined)	4.3	-0.7	0.5	14.4
COc1cc2nc(SCC(=O)Nc3cc(C)[nH]n3)n3nc(C)nc3c2cc1OC	5.8	1.4	-0.2	2.0
COc1cc(Nc2nc(N3CCN(c4ccccn4)CC3)ncc2C)cc(OC)c1OC	13.3	-0.8	0.1	4.1
O=S(=O)(c1ccccc1)c1nc(-c2cccs2)oc1NCCCn1ccnc1	-10.1	0.1	-0.4	-2.5
CCOC(=O)c1c(NC(=O)c2cccc(Br)c2)sc(C(=O)CC)c1C	-5.0	0.1	0.1	10.7
COC(=O)C1=C(N)Oc2cc(C)n(Cc3ccco3)c(=O)c2C1c1ccccc1Cl (centres undefined)	-0.1	-1.1	-0.1	-5.7
O=c1c2cc(O)ccc2oc2ccc(O)cc12	4.7	-0.3	0.0	-10.8
CC(NC=O)c1ccc(Br)cc1 (centres undefined)	-11.0	0.9	-0.1	-1.6
COc1ccc(NC(=O)C2(S(=O)(=O)c3ccc(C)cc3)CC2)c(OC)c1	-4.2	-1.5	-0.1	-1.8
CCCCC(=O)Nc1ccc(N2CCN(C(=O)CC)CC2)c(Cl)c1	0.1	0.9	0.1	-5.1
O=C(c1cccc([N+](=O)[O-])c1)N1CC2C3C=CC(C3)C2C1 (centres undefined)	-1.0	3.6	-0.1	0.1
CCOC(=O)C1CCCN(C(=O)c2c[nH]c3ccc(S(=O)(=O)N(C)c4ccc(CC)cc4)cc3c2=O)C1 (centres undefined)	-3.1	1.0	-0.3	-5.0
COc1ccc2cc3c(N)nn(C(=O)c4ccc(F)cc4)c3nc2c1	11.3	0.7	0.0	35.7*
COc1ccc(C(=O)Nc2ccc(-c3nc4ncccc4o3)cc2)cc1OC	6.6	-0.4	0.0	8.1
CCCCn1nnc(NC(=S)NC(=O)c2ccc(OC)c(Br)c2)n1	11.7	-0.4	0.1	6.4
COC(=O)c1cc(C(=O)NC2CCCC2)cc([N+](=O)[O-])c1	-10.9	0.3	0.3	-4.1
COc1ccc(NC2=CC(c3cccc(OC)c3)N(c3ccc(OC)cc3)C2=O)cc1 (centres undefined)	6.9	-0.3	-0.3	-1.6

Copied from the results shown for reference:
SMILES	MITF primary	GPR151 activ	FBW7 activator	TEAD-YAP inh
CCCCn1nnc(NC(=S)NC(=O)c2ccc(OC)c(Br)c2)n1	11.7	-0.4	0.1	6.4
COC(=O)c1cc(C(=O)NC2CCCC2)cc([N+](=O)[O-])c1	-10.9	0.3	0.3	-4.1
COc1ccc(NC2=CC(c3cccc(OC)c3)N(c3ccc(OC)cc3)C2=O)cc1 (centres undefined)	6.9	-0.3	-0.3	-1.6

Following part.
SMILES	MITF primary	GPR151 activ	FBW7 activator	TEAD-YAP inh
Cc1ccc(-c2nnc(CCC(=O)NCc3ccc(N4CCCC4=O)cc3)o2)s1	18.0	-0.6	0.2	3.1
CCc1ccc2c(c1)c1nnc(SCC#N)nc1n2C	-5.3	0.7	0.1	6.6
Cc1ccccc1N1OC2C(=O)N(c3cccc(Cl)c3)C(=O)C2C1c1cccs1 (centres undefined)	21.7	-1.0	0.0	-0.1
Cc1ccccc1C1(CC(=O)N2CC3CCCC2C3)CC(=O)N(CCN(C)C)C1=O (centres undefined)	-3.6	-1.0	0.3	14.0
COc1ccc(/C=C/C(=O)c2cc3c(cc2N)OCO3)cc1	15.9	-4.3	-0.1	-48.8
Cc1nn2c(nc(N3CCOCC3)c3ccccc32)c1/C=C(\C#N)c1ccc([N+](=O)[O-])cc1	11.3	-0.2	-0.1	3.2
Cc1ccccc1-n1c(=O)cc(NCc2ccc3c(c2)OCO3)[nH]c1=O	8.1	1.1	0.2	4.6
COc1ccc(C2C(C(=O)OC3CCCC3)=C(C)NC3=C2C(=O)CC(c2cccs2)C3)c(OC)c1OC (centres undefined)	-15.7	1.1	0.3	-19.6
O=C(CCCN1C(=O)c2cccc3cccc(c23)C1=O)Nc1ccc(Cl)cc1	8.6	-1.4	0.1	4.2
O=C(Nc1cc(C(F)(F)F)ccc1Cl)c1cc(S(=O)(=O)N2CCN(c3ccccc3)CC2)ccc1F	15.6	-0.7	0.1	1.9
CC(C)C(=O)/C(=C/c1ccc(Cl)cc1Cl)n1cncn1	7.9	1.3	0.0	73.1*
COc1cc(OC)cc(C(=O)Nc2c3c(nn2-c2ccc(C)cc2)CSC3)c1	-2.1	0.5	0.0	-7.5
COc1ccc(S(=O)(=O)N(CC(=O)Nc2cccc(C(F)(F)F)c2)c2ccc(C)cc2)cc1OC	13.9	-1.4	0.8	3.2
CCN(CC)C(=O)C1CCCN(c2ncc(C(=O)NCCN(C(C)C)C(C)C)s2)C1 (centres undefined)	23.7	-1.5	0.1	8.3
CCCCCCn1c(N2CCOCC2)nc2c1c(=O)n(C)c(=O)n2C	19.1	-0.9	0.2	-8.8
CCN(CC)CCNC(=O)c1cc(Nc2ccc(OC)cc2)nc2ccccc12	-1.1	-1.0	-0.3	0.2
COc1cc(-c2nc3s/c(=C\c4ccc(N(C)C)cc4)c(=O)n3n2)cc(OC)c1OC	5.0	-0.1	0.3	4.2
COc1ccccc1NCN1C(=O)/C(=C\c2ccccc2)NC1=S	5.8	2.6	0.2	0.8
COc1ccccc1C(=O)NCc1nnc(SCC(=O)N2N=C(c3cccs3)CC2c2ccc(C)cc2)n1-c1ccccc1 (centres undefined)	7.1	-1.4	0.1	-1.5
Cc1ccc(C)c(NC(=O)c2cc3nc(-c4ccc5c(c4)OCO5)cc(C(F)(F)F)n3n2)c1	2.2	0.2	0.7	9.5
S=c1n(-c2ccccc2)cnn1CN1CCCCC1	-4.4	1.3	-0.1	4.4
COC(=O)c1ccc2c(=O)n3nc(Nc4ccc(OC)cc4)sc3nc2c1	-1.8	-1.7	0.0	11.7
Nc1nc(-c2ccc(Cl)cc2)c(-c2ccc([N+](=O)[O-])cc2)s1	3.1	0.7	0.0	17.4
O=C(Cc1ccc(Cl)cc1)NCCCCN1CCOC(c2ccccc2)C1 (centres undefined)	10.4	-0.4	0.1	7.8
CN(Cc1ccccc1)C(=O)C1CCN(S(=O)(=O)c2ccc(F)cc2)CC1	-5.6	1.3	0.1	2.2
Next section
SMILES	MITF primary	GPR151 activ	FBW7 activator	TEAD-YAP inh
COc1ccc(NC(c2ccc(O)cc2)P(=O)(OC)OC)cc1 (centres undefined)	-6.2	0.0	0.0	-4.2
NC(=O)N1CCCC1C(=O)NNC(=O)CSc1nc2ccccc2s1 (centres undefined)	1.5	-0.7	0.1	3.5
CC1=NNC(=O)C1CCC(=O)N/N=C/c1ccc(C)cc1 (centres undefined)	-11.8	1.0	-0.2	-0.8
O=C(Nc1cccc(C(F)(F)F)c1)c1cc2ncc(Br)cn2n1	-2.0	-0.7	-0.1	-2.0
COC(=O)Cc1nc(N2CCN(Cc3ccc4c(c3)OCO4)CC2)c2c(C)c(C)sc2n1	-0.9	-2.2	0.0	10.4
O=C(CN(c1cc(C(F)(F)F)ccc1Cl)S(=O)(=O)c1ccccc1)NC1CCCC1	-5.1	0.5	-0.1	1.4
O=C(CNC(=O)c1cccc2ccccc12)NNC(=O)c1ccc(Cc2ccccc2)cc1	-3.4	0.2	-0.1	-27.4
CC1=C(Cl)C(=O)C(Cl)(Cl)C(Cl)/C1=N/S(=O)(=O)c1ccccc1 (centres undefined)	36.1	-2.9	0.1	-8.8
CCN(CC)C(=O)C1CCCN(c2ncc(C(=O)NC3CC3)s2)C1 (centres undefined)	-7.8	0.7	0.2	-3.5
Cc1cccc(C(=O)Nc2nnc(-c3cccc(C)c3)s2)c1	-1.2	1.2	0.0	-3.2
Cc1cc2ccccc2n2c(SCC(=O)Nc3nccs3)nnc12	10.3	-0.6	0.0	-1.7
CCOC(=O)c1c(N)c(C#N)c2n1CCCC2	-1.1	0.4	0.0	1.8
O=C(Nc1ccc([N+](=O)[O-])cc1)c1ccc(Cl)cc1Cl	-30.1	1.8	0.0	-61.7
O=C(NC1CCCCC1)NC1CC2CCC(C1)N2C(=S)NCc1ccco1 (centres undefined)	43.1	1.2	0.3	-2.8
CN1C(=O)c2cccc3c(S(=O)(=O)NC(Cc4c[nH]c5ccccc45)C(=O)O)ccc1c23 (centres undefined)	1.2	-1.0	0.1	-3.8
O=C(CN(C(=O)c1csnn1)c1ccc(F)c(Cl)c1)NC1CCCC1	-3.1	1.2	-0.2	-3.1
Cc1ccc(CNC(=O)NC2CC(=O)N(c3cccc(F)c3)C2)cc1 (centres undefined)	8.0	1.7	0.1	-13.7
COc1ccc(Br)c(C(=O)NCc2ccsc2)c1	13.3	1.3	0.6	8.1
Cc1cccc(NC(=S)N2CCC(N(C)CCN3CCOCC3)CC2)c1C	0.1	2.3	0.1	6.5
CCOC(=O)C1CCN(C/C(C)=C/c2ccccc2)CC1	25.9	-0.3	0.1	5.2
COC(=O)c1ccccc1NC(=O)C(C)N1c2cccc3cccc(c23)S1(=O)=O (centres undefined)	9.1	-1.1	-0.1	8.8
CC(SC1=NCCN1S(=O)(=O)c1ccc(Cl)cc1)c1ccccc1 (centres undefined)	11.4	1.0	0.1	-4.3
CCC1CCCCN1S(=O)(=O)c1ccc2c(c1)n(C)c(=O)c(=O)n2C (centres undefined)	-11.3	-1.3	-0.1	-4.0
CC1(CCC(=O)NC2CCCc3ccccc32)CCC(=O)N1 (centres undefined)	5.5	-0.2	0.0	-7.6
CCOc1ccc2[nH]c(=O)c(CN(CCO)C(=O)c3cccc(C)c3)cc2c1	5.8	1.5	-0.1	7.8
Further structures
SMILES	MITF primary	GPR151 activ	FBW7 activator	TEAD-YAP inh
C/C(=N\NC(=O)c1c[nH]c2ccccc12)c1ccc(O)cc1O	-6.7	-1.7	-0.2	-2.1
N#C/C(=C/c1ccccc1Cl)c1nc(-c2cc3ccccc3oc2=O)cs1	3.9	0.3	0.0	5.6
CCOc1ccc(S(=O)(=O)Nc2ccc(N3CCCCC3=O)cc2)cc1	20.9	2.0	0.0	-0.8
O=C(O)c1cccc(NC(=O)c2ccc(Cl)s2)c1	6.7	-10.0	-0.1	-34.7
CCc1ccc(N(CC(=O)N2CCN(c3cc(Cl)ccc3C)CC2)S(C)(=O)=O)cc1	-8.3	0.6	0.1	-7.0
O=C(NNC(=O)c1ccccc1F)c1ccc(CSc2ncccn2)cc1	2.6	-1.8	0.2	3.4
CC1CCN(S(=O)(=O)N(C)C)CC1	-1.5	0.0	0.3	2.8
Cc1cc(NC(=O)c2ccc(N)cc2)c(N)cc1N	-1.3	0.7	-0.1	23.0
CCOC(=O)c1cc(OC(=O)CCNC(=O)c2ccccc2Cl)cc(C(=O)OCC)c1	-10.9	2.2	-0.1	7.5
O=C(Nc1cccc(C(F)(F)F)c1)c1cn(-c2ccc(Cl)cc2)c(=O)c2ccccc12	10.0	1.4	0.0	6.7
CC(=O)n1sc2nc(C)cc(C)c2c1=O	5.6	1.8	-0.1	7.3
Cc1ccc(C2=NN3C(C2)c2cc(Br)ccc2OC3c2ccc(C(C)C)cc2)cc1 (centres undefined)	-8.0	-1.1	-0.1	-49.1
Cn1nc(C(=O)OCc2ccccc2F)c2ccccc2c1=O	-2.3	0.5	-0.2	-0.8
Nc1n[nH]c(-c2ccc([N+](=O)[O-])c(Cl)c2)n1	16.0	-1.3	0.3	-16.9
O=C(Cn1cnc2sc3c(c2c1=O)CCC3)NCc1ccccc1	21.4	0.4	0.2	-61.8
Cc1ccc(CNC(=O)c2cnn3c(C)c(Cc4cccc(Cl)c4)c(C)nc23)cc1	3.5	0.7	0.1	-3.5

Reprinted at random: six compounds from above
SMILES	MITF primary	GPR151 activ	FBW7 activator	TEAD-YAP inh
CCOc1ccc(S(=O)(=O)Nc2ccc(N3CCCCC3=O)cc2)cc1	20.9	2.0	0.0	-0.8
CC1CCN(S(=O)(=O)N(C)C)CC1	-1.5	0.0	0.3	2.8
O=C(Nc1cccc(C(F)(F)F)c1)c1cn(-c2ccc(Cl)cc2)c(=O)c2ccccc12	10.0	1.4	0.0	6.7
O=C(O)c1cccc(NC(=O)c2ccc(Cl)s2)c1	6.7	-10.0	-0.1	-34.7
Nc1n[nH]c(-c2ccc([N+](=O)[O-])c(Cl)c2)n1	16.0	-1.3	0.3	-16.9
Cc1ccc(C2=NN3C(C2)c2cc(Br)ccc2OC3c2ccc(C(C)C)cc2)cc1 (centres undefined)	-8.0	-1.1	-0.1	-49.1
